Screening results deposited in PubChem BioAssay by National Center for Advancing Translational Sciences (NCATS).
KB-V1 MDR tox: kills drug-selected multidrug resistant KB-V1 cells. KB-V1 MDR cells viability, CellTiter-Glo, 72 h. Potency, µM (series often up to 46.1 µM), for the others: top-dose activity change, negative = cytotoxicity, most hits filed as cytotoxic. hit rate 3.4% among 400,000; note: potency is the fitted concentration of half-maximal effect; % is set by controls: 0 for no effect and ±100 for the full control effect; nearly all actives have a fitted effect of over 60% in size
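KB-V1, DMEM (no phenol red) + 10% FBS; cpd pin-transferred, titration series; 72 h, 37 degrees C; CellTiter-Glo, luminescence. Data normalized, curve-fit.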
D3 antag: blocks the human D3 dopamine receptor; P35462; D3R cells, DiscoveRx beta-arrestin luminescence, antagonist mode; stronger effect = lower value; max response, negative = inhibition, %; hit rate 2.5% among 360,000; in the data active = max response below about -50%; inconclusive = no clear call, values can overlap the other calls; note: % is set by controls: 0 for no effect and ±100 for the full control effect; mostly tested at two doses, the higher about 12 µM
Target sequence (P35462 whole entry, looked up): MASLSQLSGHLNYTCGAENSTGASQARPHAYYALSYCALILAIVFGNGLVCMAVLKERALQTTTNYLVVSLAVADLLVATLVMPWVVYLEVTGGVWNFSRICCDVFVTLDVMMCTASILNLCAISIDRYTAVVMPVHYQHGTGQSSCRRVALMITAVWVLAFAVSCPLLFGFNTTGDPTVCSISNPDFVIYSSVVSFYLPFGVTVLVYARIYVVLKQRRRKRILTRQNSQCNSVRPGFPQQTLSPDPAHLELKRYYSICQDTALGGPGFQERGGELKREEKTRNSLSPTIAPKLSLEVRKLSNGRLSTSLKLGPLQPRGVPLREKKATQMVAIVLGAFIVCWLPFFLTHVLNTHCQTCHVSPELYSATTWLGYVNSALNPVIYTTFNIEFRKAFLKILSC
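Cells expressing the human receptor were seeded at 1500 cells/well, incubated overnight at 37 degrees C in 5% CO2, then exposed to library compounds with dopamine controls for 90 minutes at 37 degrees C before luminescent detection.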
DRD3 agonist: activates the human D3 dopamine receptor | P35462 | D3R DiscoveRx beta-arrestin cells, luminescence, 90 min | max activation, % | hit rate 0.58% among 410,000 | AID 652048; in the data active = max activation above about 30%; note: 0% is about no effect; mostly tested at two doses, the higher about 12 µM
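Agonist-mode cell screen: cells plated at 1500/well and incubated overnight at 37 °C, then exposed to library compounds for 90 min at 37 °C. Detection reagent was added for 30–60 min at room temperature, and luminescence was read.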
IL-1B inflam inh: inflammasome signaling inhibition, IL-1 beta readout; THP-1 LPS/ATP IL-1B secretion, AlphaLISA, 16 h; stronger effect = lower value; activity change, % at 57.5 µM; hit rate 4.7% among 360,000; in the data active = activity change below about -50%; inconclusive = mostly about -30% to -49%; note: % is set by controls: 0 for no effect and ±100 for the full control effect
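THP-1 cells pretreated 1 hr with compounds (up to 57.5 uM final), then stimulated with LPS (250 ng/mL final) plus ATP (1.25 mM final); secreted IL-1B measured by AlphaLISA after 16 hr, decreased signal indicating inhibition.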
SW480 rerep: DNA re-replication induction in SW480 cells; SW480 DNA re-replication, Hoechst DNA content imaging, 48 h; Potency, µM (titrated, usually from 46.1 µM), for the others: at the highest dose re-replication activation, usual class: activators; hit rate 1.8% among 340,000; note: potency is the fitted concentration of half-maximal effect; % of control where 0% means no effect; nearly all actives have a fitted effect of over 55% in size
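Image-based DNA-content assay: after two days of treatment, nuclei were labelled with the DNA dye Hoechst and imaged, and hits were compounds raising the count of nuclei showing high fluorescence intensity.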
HT1080-NT tox: kills 2HG-producing HT-1080-NT fibrosarcoma cells. Potency, µM (top dose mostly 46.1 µM), inactives show at the top dose activity, negative = less viability, usual class: cytotoxic. HT-1080-NT fibrosarcoma viability, CellTiter-Glo ATP luminescence, 48 h. hit rate 1.6% among 360,000. AID 686970;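 note: NT is the 2HG producing partner of a matched IDH1 knockdown line; potency is the fitted concentration of half-maximal effect; 0% = DMSO-treated cells and -100% = media-only wells without cells; nearly all actives have a fitted effect of over 55% in size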
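HT-1080-NT; 750 cells/well; 5% FBS RPMI; 48 h compound, 37 degrees C; CellTiter-Glo luminescence; curve fitting and curve-class assignment.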
KB-3-1 cytotox: kills parental KB-3-1 adenocarcinoma cells. AID 1347075. KB-3-1 viability, CellTiter-Glo ATP luminescence, 72 h. Potency, µM (titrated, usually from 46.1 µM), without a hit: top-dose activity change, negative = cytotoxic, hits mostly cytotoxic. hit rate 1.4% among 400,000; note: potency is the fitted concentration of half-maximal effect; % is set by controls: 0 for no effect and ±100 for the full control effect; nearly all actives have a fitted effect of over 60% in size
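Parental KB-3-1 viability, qHTS format: 72 h compound exposure, 37 °C; CellTiter-Glo; media-only wells and DMSO plates as controls; concentration-effect fits on corrected data.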
HT1080 IDH1KD tx: toxicity to HT-1080 IDH1 knockdown cells (counter line); Potency, µM (top dose mostly 46.1 µM), for inactives: at the top dose activity, negative = toxicity, most hits filed as cytotoxic; hit rate 2% among 360,000; HT-1080 IDH1 knockdown viability, ATP luminescence, 48 h;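 note: potency is the fitted concentration of half-maximal effect; 0% = DMSO wells and -100% = cell-free medium wells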
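After a 2 h attachment period, IDH1KD HT-1080 cells took pin-transferred compound for 48 h at 37 °C; ATP-based luminescence after 10 min room-temperature reagent incubation reported viability.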
GLP-1R agonist: agonists of human GLP-1 receptor. hit rate 0.007% among 380,000. HEK293 GLP-1R CRE-luciferase, luminescence, 4-6 h; cells express a hypersensitive GLP-1R form. Potency, µM (highest dose often 45.6 µM), for inactives: top-dose activation, usual class: activators. P43220; note: potency is the fitted concentration of half-maximal effect; % of control where 0% means no effect
Target sequence (P43220 whole entry, looked up): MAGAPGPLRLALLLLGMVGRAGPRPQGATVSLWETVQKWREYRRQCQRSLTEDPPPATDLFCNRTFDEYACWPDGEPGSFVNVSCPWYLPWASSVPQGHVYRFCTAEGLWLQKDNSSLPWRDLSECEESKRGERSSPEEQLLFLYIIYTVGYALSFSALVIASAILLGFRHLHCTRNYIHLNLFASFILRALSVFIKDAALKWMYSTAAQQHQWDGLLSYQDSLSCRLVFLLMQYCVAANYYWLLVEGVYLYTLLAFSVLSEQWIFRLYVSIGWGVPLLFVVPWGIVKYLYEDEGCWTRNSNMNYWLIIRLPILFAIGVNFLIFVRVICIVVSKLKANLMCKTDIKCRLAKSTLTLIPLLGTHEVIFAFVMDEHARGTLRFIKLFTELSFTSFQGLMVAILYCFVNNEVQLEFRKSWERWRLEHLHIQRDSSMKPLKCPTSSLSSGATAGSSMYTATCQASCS
* = called active by the depositor; ? = inconclusive; . = not tested or not shown; & = joins results of further samples; [ ] = dose if it differs, or a comment. Unless noted, calls come from the whole dose curve; as a rule, active = well fitted curve in the direction sought with a large enough effect; inconclusive = small, poorly fitted or top-dose-only effect, or another doubt; inactive = no such curve, though single readings can be large; an effect the other way counts as inactive or inconclusive. Rows were taken by chance, and some 12% of all compounds hit somewhere here.

| SMILES | KB-V1 MDR tox | D3 antag | DRD3 agonist | IL-1B inflam inh | SW480 rerep | HT1080-NT tox | KB-3-1 cytotox | HT1080 IDH1KD tx | GLP-1R agonist |
| --- | --- | --- | --- | --- | --- | --- | --- | --- | --- |
| Cc1ccc(-c2csc(NCCn3c(C)nc4cc(C(F)(F)F)ccc43)n2)cc1 | 21% | 73 | 6 | -22 | 2% | -4% | 13% | -8% | -6% |
| Cc1cc(C)n2c(Nc3ccc4c(c3)OCCO4)c(C3CC3)nc2n1 | ? | 209 | 21 | 70 | . | -1% | ? | 6% | 6% |
| C/C(=N\NC(=S)NC(C)C)c1ccc(C(C)(C)C)cc1 | ? | -9 | 4 | ? | 12% | ? | ? | 16µM* | 17% |
| Cc1cc(Nc2cccc(Br)c2)n2c(nc3ccccc32)c1C#N | ? | . | -6 | . | . | . | 8.2µM* | . | -2% |
| CN[C@H](C(=O)NC[C@H]1O[C@@H](n2cnc3c(N)ncnc32)[C@H](O)[C@@H]1O)[C@@H](C)OCc1ccccc1 | 0% | -30 | 7 | 0 | ? | 4% | 14% | 3% | -2% |
| CC1(C)CC(=O)c2c(nc3ccccc3c2N)C1 | -19% | 3 | -15 | -5 | -1% | 8% | -14% | 12% | 12% |
| O=C1OCCN1C(=O)[C@H]1[C@H](c2ccc(F)cc2)C(c2ccc(F)cc2)=NN1c1ccccc1 | -6% | ? | 13 | -26 | 18µM* | -13% | -12% | -16% | -2% |
| Cc1c(C(=O)N2CCN(c3ccc(F)cc3)CC2)sc2nc3n(c(=O)c12)CCC3 | -15%&-4% | 13 | 2&-10 | -18 | 0% | 4% | 5%&1% | 7% | -2% |
| CCOc1cc(N2CCOCC2)c(OCC)cc1NC(=O)c1cccc(N(C)C)c1 | -27% | 16 | 6 | -3 | 1% | -9% | -7% | -12% | 7% |
| CSc1ccccc1NC(=S)NCc1ccc(Cl)cc1 | 25% | 0 | 0 | 8 | -5% | 11% | 1% | -4% | 12% |
| COc1ccccc1C(=O)NN=C1CCN(Cc2ccccc2)CC1 | 16% | -3 | -8 | -5 | -1% | 0% | 0% | -2% | 0% |
| CC1(C(=O)NS(=O)(=O)C2CC2)CCCN(C(=O)c2cc3ccccc3s2)C1 (stereo not given) | 8% | -23 | -3 | 14 | . | 13% | 0% | 9% | 17% |
| CCOC(=O)C1CCCN(C(=O)Cn2nc(CC)n3c(cc4sccc43)c2=O)C1 (stereo not given) | ? | 22 | 3 | -10 | -2% | -14% | -4% | 2% | 5% |
| Cc1sc2nc(SCC(N)=O)n(C)c(=O)c2c1C | -10% | 3 | -3 | -28 | 6% | 0% | -21% | -9% | 8% |
| CC1(c2nnnn2Cc2ccccc2)CCC(=O)N1Cc1cccc(C(F)(F)F)c1 (stereo not given) | ? | -5 | -1 | 2 | . | 8% | -3% | 12% | -1% |
| COC(=O)c1cn(NC(=O)c2cccnc2)c(=O)c2ccccc12 | 1% | -15 | 1 | 40 | 0% | 23% | 1% | 19% | -8% |
| COc1ccc(NC(=O)CN(C)C(=O)c2cccc(NS(=O)(=O)c3ccc(Br)cc3)c2)cc1 | -1% | 17 | -2 | -2 | 20% | 1% | 4% | 0% | -7% |
| CCNC(=O)NC1(C(=O)N2CCC(Cc3ccccc3)CC2)CCCCC1 | 16% | -5 | -3 | 8 | 8% | 2% | 16% | -1% | 5% |
| COc1ccc(C(O)c2nc(-c3cccc(O)c3)cs2)cc1 (stereo not given) | 14% | 6 | 12 | 0 | . | -7% | 0% | 0% | 12% |
| Cc1cc(C)cc(-n2cc(C(=O)O)c(=O)cc2C)c1 | -23% | 7 | 4 | -8 | -12% | 8% | 7% | 3% | 4% |
| CCOCCn1c(CN2CCN(C)CC2)nc2c1c(=O)n(C)c(=O)n2C | 19% | 11 | 4 | -21 | 3% | -2% | -8% | -1% | -5% |
| CCOC(=O)c1ccc(N/N=C/c2cc(Br)cc([N+](=O)[O-])c2O)cc1 | ? | -29 | 0 | 5 | -2% | -8% | -3% | -2% | 1% |
| CCOC(=O)c1ccc(NC(=O)CCc2nc(-c3ccc(Cl)cc3)no2)cc1 | -26% | 15 | 2 | 0 | ? | -2% | ? | -25% | 1% |
| COc1cccc(CNC(=O)c2ccc(NC3=NC4CS(=O)(=O)CC4S3)cc2)c1 (stereo not given) | 0% | 10 | 5 | -16 | 0% | 11% | 5% | 1% | -5% |
| COC(=O)C1=C(C)N(C)C(C)=C(C(=O)OC)C1c1ccccc1C | 0% | -13 | 3 | -1 | -2% | -4% | -1% | -6% | -3% |
| COc1cccc(CNC(=O)CN2C(=O)CCSc3ccc(S(=O)(=O)N4CCCC4)cc32)c1 | 0% | 1 | -6 | ? | -31%[inhibitor] | -7% | -3% | 4% | 1% |
| CCCCC(=O)NCCNC(=O)c1cc(OCC(F)(F)F)ccc1OCC(F)(F)F | 1% | -1 | 4 | 8 | 2% | 21% | 5% | 23% | -13% |
| COc1ccc(N2CCN(S(=O)(=O)CCNS(=O)(=O)c3ccccc3)CC2)cc1 | -14% | 3 | 13 | 8 | 0% | -2% | -6% | 2% | -6% |
| CC(=O)N/C(=C\c1ccccc1)C(=O)OCc1ccccc1 | 15% | 4 | 8 | -3 | -2% | 3% | -3% | 6% | 3% |
| C/C(=N\Nc1nc(Nc2ccccc2)nc(N2CCOCC2)n1)c1cccs1 | 0% | 7 | 7 | ? | ? | 0% | -17% | -15% | 9% |
| Cc1cc(C)n(-c2nc3ccccc3n3c(C)nnc23)n1 | -1% | 13 | 0 | -6 | 2% | 9% | ? | 19% | 4% |
| O=C(Cc1n[nH]c(=O)[nH]c1=O)N/N=C/c1cccc(O)c1 | 15% | -6 | -2 | 0 | 2% | 7% | -1% | 13% | -10% |
| CSc1nc(C)cc(C)c1C#N | 4% | 12 | 3 | 0 | -7% | 21% | 0% | 15% | -1% |
| COc1ccc(S(=O)(=O)N2CCOCC2)cc1NC(=O)CSc1nnc(C2CC2)n1N | -13% | 2 | -5 | -7 | -33%[inhibitor] | 14% | 2% | 5% | 0% |
| Cc1ccccc1CN(CC(=O)Nc1cccc([N+](=O)[O-])c1)S(=O)(=O)c1ccc(Cl)cc1 | 5.8µM* | -21 | -9 | ? | ? | ? | -29% | -22% | -4% |
| O=C1CC2(CCCC2)CC(=O)N1c1ccccc1 | 4% | 6 | 1 | -18 | 0% | 5% | 8% | 2% | -2% |
| Cc1ccc(/C=N/NC(=O)c2nnn(-c3nonc3N)c2CSc2ccc(Cl)cc2)cc1 | ? | 27 | 2 | 2 | 13% | 21% | 3% | 0% | 2% |
| Cc1cccc(NC(=O)CSc2ccc(C(N)=O)cc2[N+](=O)[O-])c1C | 3% | 1 | 4 | 13 | -5% | 10% | 8% | 0% | -1% |
| CN1CCN(c2ccc(S(=O)(=O)N3CCCCC3)cc2NC(=O)/C=C/c2ccc(Cl)c([N+](=O)[O-])c2)CC1 | 2% | -12 | -18 | -81* | ? | -15% | 7% | ? | -5% |
| COc1cc(/C=N\NC(=O)OC(C)(C)C)ccc1OC(=O)c1ccco1 | 4% | -4 | 4 | 11 | -5% | 18% | 6% | 11% | 1% |
| Cc1ccc(S(=O)(=O)N(CC(=O)O)Cc2ccccc2)cc1 | 5% | 19 | -15 | 8 | -2% | 3% | 4% | 3% | -11% |
| C/[N+]([O-])=C/c1c(OCc2ccc(Cl)cc2Cl)ccc2ccccc12 | -20% | -2 | -3 | 45 | -1% | -15% | 0% | 1% | 3% |
| Cn1c(CNC(=O)c2ccco2)nnc1SCC(=O)c1ccccc1 | 8% | 29 | 7 | 32 | -8% | 2% | 6% | 3% | 2% |
| Cc1ccnc(SCC(=O)Nc2oc(-c3ccccc3)c(-c3ccccc3)c2C#N)n1 | ? | -5 | 4 | 28 | -3% | -10% | -1% | -1%[9.24 µM] | 2% |
| C[C@@H]1CN([C@H](C)CO)C(=O)Cc2cc(NC(=O)Nc3ccccc3)ccc2O[C@@H]1CN(C)Cc1ccc2c(c1)OCO2 | -16% | 3 | -29 | -64* | ? | -18% | ? | -24% | -10% |
| Cc1cccc(NC(=O)CCC(=O)OCC(=O)c2ccc(Oc3ccc([N+](=O)[O-])cc3)cc2)c1 | -4% | 0 | -4 | 15 | 3% | -6% | 0% | -10% | 5% |
| Cn1nc(C(C)(C)C)cc1C(=O)N1CCCCC1c1cc(C(=O)NCc2ccc(F)cc2)no1 (stereo not given) | 4.1µM* | 0 | -2 | -17 | . | -24% | ? | ? | -2% |
| N#Cc1cccc2c1-c1ccccc1/C2=N/NC(N)=S | ? | -14 | 5 | -58* | 24% | 6.5µM* | ? | 21µM* | 14% |
| Clc1ccc(OCc2nnc(-c3ccccc3Br)o2)c(Cl)c1 | ? | ? | -18 | -3 | -4% | 6% | 9% | 9% | 4% |
| Cc1ccc(S(=O)(=O)c2c(C)cc(C)nc2Oc2cccc(C)c2C)cc1 | ? | ? | -7 | -8 | ? | -20% | ? | -4% | -10% |

Next entries follow.
| SMILES | KB-V1 MDR tox | D3 antag | DRD3 agonist | IL-1B inflam inh | SW480 rerep | HT1080-NT tox | KB-3-1 cytotox | HT1080 IDH1KD tx | GLP-1R agonist |
| --- | --- | --- | --- | --- | --- | --- | --- | --- | --- |
| COc1ccc(-c2ccc(-c3nc4c(c(=O)[nH]c(=O)n4Cc4ccccc4)n3C)o2)c([N+](=O)[O-])c1 | -24% | -10 | -5 | -1 | 8% | -1% | ? | 0% | 11% |
| Cc1nc(NC2CCCCC2)c2nnn(Cc3ccccc3Cl)c2n1 | 0% | ? | -4 | 1 | ? | -8% | -17% | -3% | -1% |
| Cc1c(Cl)cccc1NS(=O)(=O)c1c(C(=O)N2CCOCC2)c(C)n(C)c1C | 0% | 2 | 3 | 6 | -13% | -1% | 7% | 11% | -5% |
| O=c1[nH]c(-c2ccccc2F)nc2c1sc(=S)n2Cc1ccccc1 | -18% | 7 | -2 | 46 | 0% | -2% | ? | 1% | -7% |
